IDH1 mut inh: blocks human IDH1 R132H reductase activity; inhibition, % at 10 µM; diaphorase/resazurin fluorescence, 60 min; O75874; AID 624101; actives 0.18% (n = 70,000); in the data active means inhibition above about 34%;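 further: 0% = DMSO and 100% = no enzyme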
PRC2 inh: blocks human EZH2/PRC2 H3K27 methylation | Q15910 | DELFIA TRF, 1 h | inhibition, % at 12.5 µM | actives 0.35% (n = 57,000);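 active means mean inhibition of replicates at least 50% and every single replicate also reaching 50%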;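 further: dimethyl H3K27 on biotinylated H3 21-44 peptide detected by antibody; plate controls were median neutral control wells for no effect and median positive control wells for full effect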
Target sequence (Q15910 whole entry, looked up): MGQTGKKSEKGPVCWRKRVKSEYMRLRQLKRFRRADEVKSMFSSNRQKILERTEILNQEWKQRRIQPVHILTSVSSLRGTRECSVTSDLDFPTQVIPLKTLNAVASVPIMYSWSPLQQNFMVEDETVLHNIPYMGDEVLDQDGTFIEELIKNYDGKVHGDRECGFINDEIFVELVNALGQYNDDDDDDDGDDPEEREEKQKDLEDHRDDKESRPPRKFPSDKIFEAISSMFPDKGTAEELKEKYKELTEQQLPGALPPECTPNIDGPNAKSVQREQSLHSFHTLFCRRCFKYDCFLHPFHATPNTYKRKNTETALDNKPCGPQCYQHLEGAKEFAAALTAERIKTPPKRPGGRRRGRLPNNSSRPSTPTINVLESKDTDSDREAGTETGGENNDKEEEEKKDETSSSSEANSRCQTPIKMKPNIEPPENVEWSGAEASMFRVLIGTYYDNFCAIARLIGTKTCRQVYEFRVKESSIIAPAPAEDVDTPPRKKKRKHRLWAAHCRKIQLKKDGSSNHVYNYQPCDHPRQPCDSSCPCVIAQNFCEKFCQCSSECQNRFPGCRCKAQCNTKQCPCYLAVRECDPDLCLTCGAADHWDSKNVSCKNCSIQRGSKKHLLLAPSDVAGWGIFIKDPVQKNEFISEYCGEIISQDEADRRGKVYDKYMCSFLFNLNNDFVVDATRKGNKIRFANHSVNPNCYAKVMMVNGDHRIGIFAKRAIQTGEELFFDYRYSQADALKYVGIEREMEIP
The depositor's hits bear a star; x = no result given. This is a subset; count on the stated rates, not on these rows.

canonical_smiles	IDH1 mut inh	PRC2 inh
Cc1ccc(S(=O)(=O)NCC[C@@H]2CC[C@H](NC(=O)c3ccccn3)[C@@H](CO)O2)cc1	-0.3	3.1
C[C@@H]1CN([C@@H](C)CO)C(=O)c2cc(NC(=O)Nc3ccc(F)cc3)ccc2O[C@@H]1CN(C)Cc1ccc(-c2ccccc2)cc1	-1.4	x
CCc1ccc(-n2c(SCC(=O)Nc3cccc(C)c3)nnc2-c2ccccc2)cc1	0.1	-5.3
CO[C@@H]1CN(C)C(=O)c2cc(NC(=O)c3ccccc3)ccc2OC[C@H](C)N(CC2CC2)C[C@@H]1C	x	10.9
COc1ccc(C)cc1S(=O)(=O)N1CCCC(C(=O)Nc2ccccc2F)C1 (stereo not drawn)	0.0	-2.2
CS(=O)(=O)N(CC(=O)Nc1ccccc1-c1ccccc1)c1cccc(C(F)(F)F)c1	-0.1	-7.4
C[C@@H]1CCCCO[C@H](CN(C)Cc2ccncc2)[C@H](C)CN([C@H](C)CO)C(=O)c2cc(NC(=O)c3ccncc3)ccc2O1	3.5	-4.5
CO[C@@H]1CN(C)C(=O)c2ccc(NC(C)=O)cc2OC[C@H](C)N(S(=O)(=O)c2cn(C)cn2)C[C@H]1C	-0.3	2.6
O=C(C[C@H]1C[C@H]2c3cc(NS(=O)(=O)c4ccc(F)cc4)ccc3O[C@H]2[C@H](CO)O1)NCc1cccc(F)c1	0.1	14.6
C[C@H]1CN([C@@H](C)CO)C(=O)c2cc(NC(=O)Cn3cnnn3)ccc2O[C@@H]1CN(C)Cc1ccncc1	1.9	9.5
C[C@@H]1CN([C@H](C)CO)C(=O)c2cccc(NC(=O)C3CCOCC3)c2O[C@H]1CN(C)Cc1ccc(C(=O)O)cc1	x	-1.6
CCCC#Cc1ccc2c(c1)O[C@H](CN(C)Cc1ccncc1)[C@@H](C)CN([C@H](C)CO)S2(=O)=O	1.7	10.5

canonical_smiles	IDH1 mut inh	PRC2 inh
Cc1noc(C)c1NC(=O)Nc1ccc2c(c1)C(=O)N([C@@H](C)CO)C[C@H](C)[C@@H](CN(C)Cc1ccc(C(=O)O)cc1)OCCCC[C@H](C)O2	0.4	x
O=C(C[C@H]1CC[C@@H](NC(=O)c2cccnc2)[C@H](CO)O1)NCc1ccc(Cl)c(Cl)c1	-0.2	5.7
CNC[C@@H]1Oc2cc(-c3cncnc3)ccc2S(=O)(=O)N([C@H](C)CO)C[C@H]1C	3.4	-18.6
CNC[C@H]1Oc2cc(C#Cc3ccccc3OC)ccc2S(=O)(=O)N([C@H](C)CO)C[C@@H]1C	0.1	-36.4
O=C(CC1Sc2ccccc2NC1=O)Nc1ccccc1[N+](=O)[O-] (stereo not drawn)	0.1	-5.7
C[C@@H]1CN([C@@H](C)CO)C(=O)c2cccc(NS(=O)(=O)c3ccc(F)cc3)c2O[C@H]1CN(C)C(=O)Nc1cccc2ccccc12	0.7	x
COc1ccc(OC)c(NC(=O)COc2ccc3c4c(c(=O)oc3c2)CCCC4)c1	-0.3	9.6
COCC(=O)N(C)C[C@@H]1Oc2cc(-c3ccc(C)cc3)ccc2S(=O)(=O)N([C@H](C)CO)C[C@@H]1C	0.4	-23.0
CO[C@@H]1CN(C)C(=O)c2ccc(NC(C)=O)cc2OC[C@H](C)N(Cc2ccncc2)C[C@H]1C	0.4	3.9
C[C@H](CO)N1C[C@H](C)[C@@H](CN(C)Cc2ccc(C(=O)O)cc2)Oc2c(NC(=O)Nc3cccc4ccccc34)cccc2C1=O	0.5	2.5
COc1ccccc1S(=O)(=O)N[C@H]1CC[C@@H](CCNC(=O)C2CCC2)O[C@H]1CO	0.1	5.7
C[C@H](CO)N1C[C@H](C)[C@@H](CN(C)Cc2ccc(-c3ccccc3)cc2)Oc2ccc(NC(=O)c3ccncc3)cc2C1=O	0.2	x

canonical_smiles	IDH1 mut inh	PRC2 inh
Cc1ccc(NC(=O)CSc2nc3sc4c(c3c(=O)n2-c2ccccc2)CCCC4)c(C)c1	0.1	-9.3
COC(=O)C(NC(=O)c1cccc(NC=O)c1O)C(C)O (stereo not drawn)	-1.1	7.6
C=CCOc1ccc2ccccc2c1CNc1nn[nH]n1	-0.6	-7.4
COc1ccccc1CCNC(=O)c1cc(-c2cccs2)nc2ccccc12	0.5	26.0
CO[C@H]1CN(C)C(=O)c2ccc(NS(=O)(=O)c3ccccc3)cc2OC[C@@H](C)N(C)C[C@H]1C	0.1	14.1
O=C1SC(c2ccccc2)=N/C1=C/c1ccco1	-0.3	6.0
Cc1ccc(S(=O)(=O)N(C)C[C@@H]2OCCCC[C@H](C)Oc3ccc(NS(=O)(=O)c4ccc(Cl)cc4)cc3C(=O)N([C@@H](C)CO)C[C@H]2C)cc1	0.1	x
COc1ccccc1-c1ccc2c(c1)O[C@H](CN(C)CC1CCOCC1)[C@H](C)CN([C@@H](C)CO)S2(=O)=O	x	-10.3
C[C@@H]1CN([C@@H](C)CO)C(=O)Cc2cc(NC(=O)Cn3cnnn3)ccc2O[C@@H]1CN(C)S(C)(=O)=O	-1.2	x
O=C(Nc1sc2c(c1C(=O)NCc1ccco1)CCCC2)c1cccs1	-0.4	39.2
CO[C@H]1CN(C)C(=O)c2cc(NC(=O)Nc3c(C)noc3C)ccc2OC[C@H](C)N(CC2CC2)C[C@@H]1C	0.2	-10.2
CCCC(=O)Nc1ccc2c(c1)C(=O)N(C)C[C@H](OC)[C@H](C)CN(CCC(F)(F)F)[C@H](C)CO2	0.1	-1.4

canonical_smiles	IDH1 mut inh	PRC2 inh
C[C@@H]1CN([C@H](C)CO)C(=O)c2cccc(NC(=O)Nc3cccc4ccccc34)c2O[C@@H]1CN(C)S(=O)(=O)c1cccs1	-1.1	x
CCCN(C)C[C@H]1OCCCC[C@H](C)Oc2ccc(NC(=O)Cc3ccccc3)cc2C(=O)N([C@@H](C)CO)C[C@H]1C	2.3	5.7
O=C(C[C@@H]1CC[C@@H](NS(=O)(=O)c2ccc(F)cc2)[C@H](CO)O1)NCCN1CCCCC1	0.1	3.2
CCOC(=O)CS(=O)(=O)c1nc(-c2ccc(F)cc2)cc(C(F)(F)F)n1	5.3	x
C/C=C/c1cnc2c(c1)C(=O)N([C@@H](C)CO)C[C@@H](C)[C@H](CN(C)S(=O)(=O)c1ccc(OC)cc1)O2	-5.0	-13.1
Cc1ccc(S(=O)(=O)NC(C)(C)CSc2nnc(N)s2)cc1	0.0	x
O=C(N[C@H]1CC[C@H](CCn2cc(Cc3ccccc3)nn2)O[C@@H]1CO)c1cnccn1	-0.1	0.9
O=C1C(=O)N(Cc2ccc(Cl)c(Cl)c2)c2ccccc21	0.2	-20.6
C/C=C/c1cnc2c(c1)C(=O)N([C@@H](C)CO)C[C@H](C)[C@H](CN(C)Cc1ccc(F)cc1)O2	-0.1	1.2
CO[C@H]1CN(C)C(=O)c2cc(NS(C)(=O)=O)ccc2OC[C@H](C)N(CCC(F)(F)F)C[C@H]1C	-0.2	5.8
CNC[C@H]1OCCCC[C@H](C)Oc2ccc(NS(=O)(=O)c3cccs3)cc2C(=O)N([C@@H](C)CO)C[C@H]1C	-0.5	x
C[C@@H]1CN([C@@H](C)CO)S(=O)(=O)c2ccc(-c3ccc(C(=O)N(C)C)cc3)cc2O[C@H]1CN(C)C(=O)C1CCCCC1	x	-14.9

canonical_smiles	IDH1 mut inh	PRC2 inh
C[C@H]1CN([C@@H](C)CO)C(=O)c2cccc(NC(=O)Nc3ccc4c(c3)OCO4)c2O[C@H]1CN(C)C(=O)Nc1cccc2ccccc12	-0.7	x
C[C@@H]1CN([C@@H](C)CO)C(=O)c2cccc(NC(=O)Nc3ccc(F)cc3)c2O[C@H]1CN(C)Cc1ccc(C(=O)O)cc1	2.9	-0.4
CCC(=O)N1C[C@@H](C)[C@@H](OC)CN(C)C(=O)c2cc(NC(=O)C3CCCCC3)ccc2OC[C@H]1C	-0.1	0.8
C/C=C/c1cnc2c(c1)C(=O)N([C@H](C)CO)C[C@H](C)[C@H](CN(C)C(=O)Nc1c(C)noc1C)O2	0.1	x
CC(=O)N(C)C[C@@H]1Oc2ncc(C#C[C@@H](C)O)cc2C(=O)N([C@H](C)CO)C[C@@H]1C	x	-3.3
C[C@H](CO)N1C[C@H](C)[C@H](CN(C)C(=O)C2CCCCC2)Oc2ncc(-c3cccnc3)cc2C1=O	0.9	-10.3
O=C(Nc1ccc2c(c1)OCO2)N[C@@H]1CC[C@H](CCNC(=O)C2CCCC2)O[C@@H]1CO	0.2	-5.8
CO[C@H]1CN(C)C(=O)c2cc(NS(C)(=O)=O)ccc2OC[C@@H](C)N(CCC(F)(F)F)C[C@@H]1C	0.2	10.2
C[C@@H]1CN([C@@H](C)CO)C(=O)Cc2cc(NS(C)(=O)=O)ccc2O[C@H]1CN(C)C(=O)NC1CCCCC1	4.2	-0.3
O=C(O)CCCCCC(=O)NN=C1CCCCCCC1	1.0	15.1
CCCC#Cc1cnc2c(c1)C(=O)N([C@@H](C)CO)C[C@@H](C)[C@H](CN(C)C(=O)C1CCCCC1)O2	-0.4	-15.2
CCCN1C[C@H](C)[C@@H](OC)CN(C)C(=O)c2cc(NC(=O)c3ccccc3F)ccc2OC[C@H]1C	0.2	-4.8

canonical_smiles	IDH1 mut inh	PRC2 inh
Cc1cccc(-c2nc3cc(NC(=O)COc4ccc([N+](=O)[O-])cc4)ccc3o2)c1	0.1	-4.1
COc1ccc(NC(=O)C(C)N(c2ccc(Cl)cc2)S(C)(=O)=O)c(OC)c1 (stereo not drawn)	-0.5	-13.9
C[C@H]1CCCCO[C@@H](CN(C)C)[C@@H](C)CN([C@@H](C)CO)C(=O)c2cc(NC(=O)Nc3ccccc3)ccc2O1	-1.1	-15.9
N=c1ncn(Cc2ccccc2)c2nc(SCC(=O)O)[nH]c12	2.0	-7.8
C[C@@H]1CCCCO[C@@H](CN(C)S(=O)(=O)c2ccc(Cl)cc2)[C@H](C)CN([C@H](C)CO)C(=O)c2cc(NC(=O)Cc3ccccc3)ccc2O1	2.0	x
CCc1cccc(C)c1NC(=O)CSc1nnc(-c2ccc(Cl)cc2Cl)n1C	-0.9	-3.7
COc1cccc(NC(=O)N(C)C[C@H]2Oc3ncc(/C=C/c4ccccc4)cc3C(=O)N([C@H](C)CO)C[C@H]2C)c1	x	-22.3
C[C@@H]1CN([C@@H](C)CO)C(=O)c2cc(N(C)C)ccc2O[C@@H]1CN(C)C(=O)Nc1ccc2c(c1)OCO2	-1.6	5.2
CN(CC(=O)Nc1ccc(Cl)cc1C(F)(F)F)S(=O)(=O)c1ccc(Br)cc1	0.9	6.7
CO[C@H](CN(C)S(=O)(=O)c1ccc(Cl)cc1)[C@@H](C)CN([C@@H](C)CO)S(=O)(=O)c1cccc(Cl)c1	-0.8	10.5
C[C@@H]1CN([C@@H](C)CO)C(=O)c2cccc(NS(C)(=O)=O)c2O[C@H]1CN(C)Cc1ccc(C(F)(F)F)cc1	x	-0.9
CO[C@@H]1CN(C)C(=O)c2cc(NC(C)=O)ccc2OC[C@@H](C)N(Cc2cccc(F)c2)C[C@@H]1C	0.0	5.3

canonical_smiles	IDH1 mut inh	PRC2 inh
CC(C)NC(=O)N(C)C[C@H]1Oc2cc(C#Cc3ccccn3)ccc2S(=O)(=O)N([C@H](C)CO)C[C@H]1C	2.7	-6.3
COc1ccccc1-c1cn(CC[C@H]2CC[C@@H](NS(=O)(=O)c3ccccc3C)[C@H](CO)O2)nn1	-0.5	4.6
O=C(C[C@@H]1CC[C@@H](NC(=O)NC2CCCCC2)[C@@H](CO)O1)NCc1ccccc1	0.1	-12.3
COc1ccc(NC(=O)Nc2ccc3c(c2)C(=O)N([C@@H](C)CO)C[C@H](C)[C@@H](CN(C)C(=O)Nc2ccc4c(c2)OCO4)O3)cc1	1.1	x
CNC[C@H]1Oc2ccc(NC(=O)CCN3CCOCC3)cc2CC(=O)N([C@@H](C)CO)C[C@@H]1C	1.7	6.7
COc1cc(OC)cc(-c2nnc(SCC(=O)Nc3ccc(Cl)cc3)n2-c2ccc(F)cc2)c1	0.3	-1.0
COc1ccc(CN(C)C[C@@H]2OCCCC[C@@H](C)Oc3ccc(NC(=O)c4ccncc4)cc3C(=O)N([C@H](C)CO)C[C@H]2C)cc1	2.0	x
CCC(=O)Nc1ccc2c(c1)OC[C@H](C)N(C(=O)Cc1ccccn1)C[C@H](C)[C@@H](OC)CN(C)C2=O	0.6	11.4
C[C@H](CO)N1C[C@H](C)[C@H](CN(C)S(=O)(=O)c2ccccc2C#N)OCc2cnnn2CCCC1=O	0.5	x
C[C@H](NC(=O)C[C@H]1C[C@@H]2c3cc(NC(=O)NC4CCCC4)ccc3O[C@@H]2[C@@H](CO)O1)c1ccccc1	-0.3	-8.5
COc1ccc(-c2nc3ccccc3c(=O)n2CCCN2CCOCC2)cc1	-0.4	-12.2

Bioassay records (PubChem)
